NPY-Y1 antag – NPY-Y1 (human) receptor antagonism | AID 1040 | HEK293-CNG Y1 cells, membrane potential fluorescence; NPY at EC95, then isoproterenol | inhibition, % at 3.6 µM | hit rate 1% among 200,000;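 active = inhibition above the campaign mean inhibition of all tested compounds plus 3 SD, cut at about 20% in these data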;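 also: 0% = DMSO wells given NPY plus isoproterenol and 100% = isoproterenol alone without NPY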
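Benchmarks – high control isoproterenol alone, low control NPY with isoproterenol · Material – HEK293 Y1/CNG channel cell line · Times – dye 3 h, compound 60 min room temperature, stimulation 45 min · Probe or stimulus – NPY (25 nM), isoproterenol (1 µM), Ro 20-1724 (25 µM) · Evaluation – % inhibition of NPY effect · Signal – fluorescence, membrane potential probe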
Runt-CBFb FRET – inhibitors of human RUNX1 Runt domain binding to CBFb | Cerulean-Runt/Venus-CBFb FRET ratio 530/480, 1 h | Q01196+Q13951 | hit rate 0.46% among 220,000 | AID 1496 | inhibition, % at 20 µM;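 active = inhibition over about 50% at 20 µM in the single-dose screen, limit read from the data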;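 also: 0% = DMSO wells and 100% = excess unlabeled CBFb competitor control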
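test system = Cerulean-Runt domain fusion protein, energy donor | probe or stimulus = Venus-CBFb binding partner, 100 nM | incubation = two 1 h room-temperature incubations shielded from light | detection = fluorescence energy transfer, 422 nm excitation, 530/480 nm emission | measure = loss of energy transfer signal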
Hck Nef HTS – human Hck-Nef kinase inhibition; Recombinant Hck-YEEI plus Nef, Z-Lyte FRET kinase assay; inhibition, % at 20 µM; hit rate 0.68% among 220,000;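 active = Hck-Nef kinase inhibition above about 50%, limit read from the data; inactive = inhibition below that limit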;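 also: 0% = DMSO with Hck plus Nef and 100% = Hck alone without Nef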
Runt-SMMHC FRET – blocks binding of human RUNX1 Runt domain to CBFb-SMMHC. inhibition, % at 20 µM. AID 1434. Q01196+Q13951. hit rate 0.74% among 220,000. Cerulean-Runt/Venus-CBFb-SMMHC FRET ratio 530/480, 1 h;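 active = mean inhibition across duplicate retests at 20 µM reaching about 50%, limit read from the data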;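 also: 0% = DMSO wells and 100% = wells with excess untagged CBFb-SMMHC; inhibitors lower the FRET ratio by blocking Runt binding to CBFb-SMMHC; some results filed as inactive read as strong as hits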
MDM2 E3 inh – inhibitors of human Mdm2 E3 ubiquitin ligase | hit rate 0.11% among 210,000 | cell-based MDM2 ubiquitination luciferase reporter, 2 h; 0 = plate control, 100 = twice control, blank-subtracted | Q00987 | signal enhancement, % at 5 µM;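 active = signal enhancement of 30% or more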;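 also: luminescence tracks abundance of the self-degrading MDM2-luciferase fusion protein; higher signal means inhibition of MDM2 E3 ligase activity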
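Assay system: mammalian cells stably expressing self-ubiquitinating, self-degrading MDM2 E3–luciferase fusion. Quantity: 2000 cells in each well. Medium: DMEM culture medium. Compound dosing: single-point 5 µM. Timing: cell settling 4 h, compound treatment 2 h, both 37 °C. Technique: luciferase luminescence. Read-out basis: percent signal gain over controls, blank-subtracted. Benchmarks: plate controls and plate blanks.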
NPY1 pot ag – human NPY-Y1 potentiation or agonism, primary screen | P25929 | NPY-Y1 expressing cells, potentiator/agonist activation | activation, % at 3.6 µM | hit rate 0.37% among 220,000; in the data active = activation above about 33%, passing the limit was not always enough;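 also: cells stimulated with NPY at EC10 then isoproterenol at EC100; 0% = low agonist plus stimulus and 100% = saturating agonist plus stimulus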
NPY-Y2 PAM-ag – potentiates or activates human NPY-Y2 receptor; hit rate 0.45% among 220,000; AID 1359; activation, % at 3.6 µM; cells expressing NPY-Y2, potentiator/agonist read-out; in the data active = activation above about 27%;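 also: cells stimulated with NPY near EC25 plus isoproterenol at EC100; 0% = vehicle plus submaximal agonist and 100% = vehicle plus saturating agonist; some results beyond the cut were filed as inactive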
p97 ATPase inh – human p97 ATPase inhibition; recombinant p97 ATPase, Kinase-Glo ATP luminescence, 3 h; inhibition, % at 8 µM; P55072; AID 1481; hit rate 0.42% among 220,000; in the data active = inhibition above about 15%;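 also: 0% = DMSO vehicle and 100% = wells lacking enzyme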
Target sequence (P55072 whole entry, looked up): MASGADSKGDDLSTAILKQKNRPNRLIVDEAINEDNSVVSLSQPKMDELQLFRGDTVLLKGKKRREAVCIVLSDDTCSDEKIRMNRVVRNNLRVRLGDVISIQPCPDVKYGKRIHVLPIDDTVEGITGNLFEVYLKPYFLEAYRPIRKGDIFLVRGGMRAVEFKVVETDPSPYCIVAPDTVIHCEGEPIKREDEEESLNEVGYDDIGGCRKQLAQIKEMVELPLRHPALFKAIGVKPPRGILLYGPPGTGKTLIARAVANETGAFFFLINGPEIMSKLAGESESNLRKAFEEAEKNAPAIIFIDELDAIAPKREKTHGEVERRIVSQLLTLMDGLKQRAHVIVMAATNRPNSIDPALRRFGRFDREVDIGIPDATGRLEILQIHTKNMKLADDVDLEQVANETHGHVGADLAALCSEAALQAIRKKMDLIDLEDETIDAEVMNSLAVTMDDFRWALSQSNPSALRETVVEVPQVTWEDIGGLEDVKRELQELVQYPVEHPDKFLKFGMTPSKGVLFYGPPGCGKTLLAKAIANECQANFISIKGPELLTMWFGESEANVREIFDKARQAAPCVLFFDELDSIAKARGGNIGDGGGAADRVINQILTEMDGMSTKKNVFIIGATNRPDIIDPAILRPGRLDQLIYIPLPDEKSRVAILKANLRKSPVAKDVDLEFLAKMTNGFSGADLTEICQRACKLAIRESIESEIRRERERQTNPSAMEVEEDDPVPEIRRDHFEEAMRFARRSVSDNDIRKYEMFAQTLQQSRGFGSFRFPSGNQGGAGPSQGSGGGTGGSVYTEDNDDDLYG
RBBP9 inhibitor – inhibitors of human serine hydrolase RBBP9 | O75884 | recombinant RBBP9, FP-Rh probe fluorescence polarization | inhibition, % at 7.94 µM | hit rate 0.2% among 220,000;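 active = inhibition above the campaign mean of all tested compounds plus 3 SD, cut at about 14% in these data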;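 also: plate controls were DMSO wells with RBBP9 for no effect and wells lacking RBBP9 protein for full effect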
Target sequence (O75884 whole entry, looked up): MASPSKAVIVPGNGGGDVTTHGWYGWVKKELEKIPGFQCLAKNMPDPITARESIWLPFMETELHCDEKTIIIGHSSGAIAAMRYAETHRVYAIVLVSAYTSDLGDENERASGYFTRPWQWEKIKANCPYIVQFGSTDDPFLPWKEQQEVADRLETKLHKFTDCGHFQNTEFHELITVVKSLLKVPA
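Material: RBBP9 protein. Amount: RBBP9 at 2.5 µM in dispensed solution, before mixing. Schedule: 30 min then 45 min, 25 °C. Medium: Tris buffer pH 8.0, NaCl, Pluronic. Measured by: fluorescence polarization. Measure: percent inhibition from mP, scaled between DMSO and no-protein wells. Replication: one well per compound.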
* = called active by the depositor; · = not tested or not shown.

SMILES	NPY-Y1 antag	Runt-CBFb FRET	Hck Nef HTS	Runt-SMMHC FRET	MDM2 E3 inh	NPY1 pot ag	NPY-Y2 PAM-ag	p97 ATPase inh	RBBP9 inhibitor
Cc1nc(NC(=O)c2ccc(Br)o2)sc1C	-2	4	-1	-1	-7	-13	-13	-5	-1
COc1ccc(N2CCN(S(=O)(=O)c3ccc4c(c3)CCCC4)CC2)c([N+](=O)[O-])c1	-1	-4	-3	0	-2	-26	-7	-5	-8
CCc1ccc(C(=O)COC(=O)c2nn(C)c(=O)c3ccccc23)cc1	4	-5	-17	-7	-3	-22	-11	2	-2
Clc1ccc(CCNc2ncnc3nc[nH]c23)cc1	4	2	29	1	-14	16	17	4	-6
O=C(CSc1nnc(CNC(=O)c2ccco2)o1)Nc1nc2ccccc2s1	-4	56*	-7	21	-44	-1	-17	-2	-5
Cc1cc(C)nc(SCC(=O)Nc2nc(-c3ccccc3)c(-c3ccccc3)o2)n1	0	-6	-2	2	-18	-24	-20	4	-6
CN(C)c1cccc(C(=O)N/C=C/n2cnc3cc(C(F)(F)F)ccc32)c1	10	-2	-7	-3	7	-16	-4	-4	-12
Cc1csc(NC(=O)CSc2nnc(Cc3cccn3C)n2-c2ccc(F)cc2)n1	-4	4	22	0	-15	19	4	0	-4
O=C(c1ccccc1)c1ccccc1C(=O)N1CCCC1	1	1	-6	0	-14	-27	2	-3	2
CCCC(=O)N=C1SC2CS(=O)(=O)CC2N1c1ccc(-c2nc3ccc(C)cc3s2)cc1 (centres undefined)	-5	-5	15	-1	-19	6	15	9	-5
CCn1c(SCC(=O)Nc2cc(C)on2)nnc1-c1c[nH]c2ccccc12	-5	5	-9	2	-5	-11	-9	-7	-1
CC(C1CC2CCC1C2)n1c(-c2ccco2)n[nH]c1=S (centres undefined)	0	4	26	9	-44	8	-11	-1	5
O=C(CSc1ncn[nH]1)N1CCN(S(=O)(=O)c2ccc(Cl)cc2)CC1	0	2	1	-2	-19	7	-9	-3	0
COc1cc2c(cc1OC)CN(C(=S)Nc1cccc(Cl)c1C)CC2	·	-2	3	3	-10	10	11	2	-2
COC(=O)CC1C(=O)NC2CCCCC2N1C(=O)CCl (centres undefined)	·	51*	4	-6	-19	4	-14	4	9
O=C(CCCOc1ccccc1)N1CCN(C(=O)c2ccco2)CC1	2	0	-1	3	2	-14	-6	-3	-1
COc1cc(CNC(C)c2ccccc2)c(Br)cc1OCC(N)=O (centres undefined)	5	4	1	-2	-19	-9	7	-1	-4
Cn1c2ccccc2c2c(C(=O)NCc3ccco3)cn(C3CCCCC3)c(=O)c21	8	1	2	4	-4	-12	-4	-5	5
C=CCN1C(=O)CS/C1=C(\C#N)S(=O)(=O)c1ccc(C)cc1	-8	-1	0	-2	-9	-24	2	-1	-30
C=CCNC(=O)Nc1ccc(OCC)cc1	-1	0	-1	-1	3	9	2	-4	-2
CCS(=O)CCSC(=N)N (centres undefined)	0	1	4	1	·	18	-10	2	-10
Cc1c(Br)c(=O)oc2c(Br)c(O)ccc12	7	21	71*	86*	-3	-20	-14	6	3
Cc1nc2ccccc2n1CC(=O)NC1CCCC1	-2	2	-25	-1	-3	-8	2	2	0
Cc1ccc(S(=O)(=O)N2CCN(c3ccc([N+](=O)[O-])c4cccnc34)CC2)cc1	2	-4	-1	-2	-8	-17	-14	1	-6
COc1cccc(C(=O)NCCSc2ccc(C)cc2)c1	8	-2	1	3	-24	-42	-15	-6	-3
O=C(/C=C/c1ccc(Cl)cc1)c1cccnc1	-1	6	4	2	-5	14	-4	2	1
Cc1cc(OCC(=O)NCCCN2CCOCC2)cc(C)c1Cl	-4	·	0	·	·	-29	-14	-1	-4
CCCCSc1nnc(CCCCCNC(=O)OC(C)(C)C)o1	0	-3	0	-3	-11	-8	-10	-2	-8
CCOC(=O)C1CCCN(c2c(Nc3cccc(C)c3)c(=O)c2=O)C1 (centres undefined)	4	2	2	-1	-8	-11	-1	-9	-6
CSc1ncccc1C(=O)Nc1ccc(S(=O)(=O)Nc2nccs2)cc1	4	0	4	-2	-5	-10	8	6	-9
CCN1CCN(c2cc(C)c3cc(NC(=O)c4cnccn4)ccc3n2)CC1	·	-2	6	-1	-3	·	·	·	·
CCCOc1ccc(C(=O)Nc2c[nH]c(=O)[nH]c2=O)cc1	4	-2	1	-1	-14	-5	9	-2	1
c1ccc(Nc2nc(NCC3CCCO3)c3ccccc3n2)cc1 (centres undefined)	7	1	13	3	-6	7	-17	10	6
CN(C)CCCN(C(=O)COc1ccc(Cl)cc1)c1nc2ccc(F)cc2s1	4	2	23	3	-6	3	-11	-3	2
Clc1cccc(/C=N/Nc2nnc(Cl)c3ccccc23)c1	6	-2	-1	3	-26	7	-1	5	-2
CCCN(CCC)C(=O)c1ccc2c(c1)N(Cc1ccccc1)C(=O)CS2=O (centres undefined)	2	1	1	-3	-1	0	7	1	-4
COc1ccc(-c2c(C)nn(-c3ccccc3)c2N)cc1OC	6	0	6	2	·	-28	-8	1	-8
S=C(Nc1ccc(Cl)cc1Cl)NC1CCN(Cc2ccccc2)CC1	1	0	3	-1	-6	1	5	1	-8
FC(F)Oc1cccc2cccnc12	5	-1	0	-2	-10	1	1	0	-7
CCOC(=O)c1ccc(-c2ccc(/C=N/NC(=O)CN(c3ccccc3Cl)S(C)(=O)=O)o2)cc1	1	-9	4	-10	-10	-9	-5	-3	-8
COc1ccc(-c2nnc(SCC(=O)Nc3cc(C)on3)n2N)cc1OC	-1	-1	1	-5	-13	7	6	-2	-7
Cc1cc2nc(C(F)(F)F)[nH]c(=O)n2n1	3	-1	-3	1	-11	-14	-3	3	0
O=C(NCc1cccs1)c1cnn2cccnc12	2	1	-8	-2	-2	-20	1	2	3
O=C1CC(c2cccs2)c2cc3c(cc2N1)OCCO3 (centres undefined)	-4	-1	0	0	-7	-19	-12	6	-2
CC1=C(C(=O)N2CCOCC2)C(c2ccccc2F)C2=C(CC(C)(C)CC2=O)N1 (centres undefined)	-1	1	2	9	-9	-3	-11	-1	-5
CCCCC(CCC(=O)Nc1cccc([N+](=O)[O-])c1)C(=O)O (centres undefined)	·	1	-8	-1	-10	-8	-21	3	-4
Cc1ccc(-n2c(O)c(C=Nc3ccccc3-c3n[nH]c(=S)[nH]c3=O)c3ccccc3c2=O)cc1C	-7	-6	84*	-4	-18	10	16	0	-13
CCS(=O)(=O)N1CCC(C(=O)Nc2cc(Cl)ccc2O)CC1	6	0	1	1	-11	9	5	-1	-1
CCN1CCN(C(=O)c2ccc3c(c2)S(=O)(=O)c2ccccc2C3=O)CC1	2	0	-7	1	-7	-6	14	6	2
CC1(C)OC(=O)C(=CNc2ccc(F)cc2)C(=O)O1	5	-1	1	0	-9	2	10	5	-11
CCOC(=O)/C(C(N)=NCCCO)=C(/O)c1ccccc1	18	0	2	-5	-9	14	3	0	-4
O=C(Cn1c(=O)c(=O)n(Cc2ccccc2)c2ccc(Cl)cc21)Nc1ccc(F)cc1F	1	-1	10	-3	-4	1	1	1	3
CC(=O)Nc1cc(-c2ccc(Cl)cc2)[nH]n1	2	·	18	·	-15	20	-16	7	-1
CCOC(=O)c1c(/N=C/N(C)C)sc(C=O)c1-c1ccccc1	-2	103*	98*	134*	-12	-2	0	-5	-9
Cc1ccc(C(=O)Oc2cc(-c3ccccc3)no2)cc1	5	1	1	-2	0	-14	-10	2	-7
Cc1cc(C)nc(SCC(=O)Nc2ccc(N3CCOCC3)c(Cl)c2)n1	-7	-2	0	2	-13	-35	-12	3	0

11 structures already listed, sorted by heavy-atom count, lowest first.
SMILES	NPY-Y1 antag	Runt-CBFb FRET	Hck Nef HTS	Runt-SMMHC FRET	MDM2 E3 inh	NPY1 pot ag	NPY-Y2 PAM-ag	p97 ATPase inh	RBBP9 inhibitor
Cc1cc2nc(C(F)(F)F)[nH]c(=O)n2n1	3	-1	-3	1	-11	-14	-3	3	0
CC(=O)Nc1cc(-c2ccc(Cl)cc2)[nH]n1	2	·	18	·	-15	20	-16	7	-1
O=C(NCc1cccs1)c1cnn2cccnc12	2	1	-8	-2	-2	-20	1	2	3
CC1(C)OC(=O)C(=CNc2ccc(F)cc2)C(=O)O1	5	-1	1	0	-9	2	10	5	-11
O=C1CC(c2cccs2)c2cc3c(cc2N1)OCCO3 (centres undefined)	-4	-1	0	0	-7	-19	-12	6	-2
CCOC(=O)c1c(/N=C/N(C)C)sc(C=O)c1-c1ccccc1	-2	103*	98*	134*	-12	-2	0	-5	-9
Cc1cc(C)nc(SCC(=O)Nc2ccc(N3CCOCC3)c(Cl)c2)n1	-7	-2	0	2	-13	-35	-12	3	0
CCN1CCN(C(=O)c2ccc3c(c2)S(=O)(=O)c2ccccc2C3=O)CC1	2	0	-7	1	-7	-6	14	6	2
CC1=C(C(=O)N2CCOCC2)C(c2ccccc2F)C2=C(CC(C)(C)CC2=O)N1 (centres undefined)	-1	1	2	9	-9	-3	-11	-1	-5
O=C(Cn1c(=O)c(=O)n(Cc2ccccc2)c2ccc(Cl)cc21)Nc1ccc(F)cc1F	1	-1	10	-3	-4	1	1	1	3
Cc1ccc(-n2c(O)c(C=Nc3ccccc3-c3n[nH]c(=S)[nH]c3=O)c3ccccc3c2=O)cc1C	-7	-6	84*	-4	-18	10	16	0	-13

Screening results deposited in PubChem by several laboratories.
